TRPML3 agonist: activates the human TRPML3 channel. HEK293 TRPML3-YFP, Fluo-8 calcium fluorescence; 100% = the carbachol control signal. activation, % at 3 µM. hit rate 0.29% among 220,000;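 active means activation above its plate's cutoff, the mean activation of the plate's test wells plus 3 SD, cut at about 12% in these data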;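 further: 0% = DMSO only wells and 100% = carbachol wells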
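system = HEK293 cells stably carrying human TRPML3-YFP | doses = one concentration, 3 µM nominal, 0.3% DMSO | timing = dye loading 1 h 37 °C then 30 min ambient, 125 s read | detection = Fluo-8 calcium dye fluorescence, ex 470-495, em 515-575 nm | benchmarks = high control carbachol 87 µM, low control DMSO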
KCC2 mod: modulates chloride dependent transport by human KCC2; KCC2 cells, thallium flux FluoZin-2 fluorescence; B-score of Tl+ flux slope (higher = more flux/activation; lower = inhibition) at 10 µM; hit rate 2.2% among 190,000; AID 1456;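 active means thallium flux slope and its plate-corrected score both differing from the plate sample mean at a set confidence after two filtering rounds, in either direction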;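 further: slope of fluorescence scaled to starting intensity during 10 to 20 s after thallium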
TbHK1 inh: T. brucei hexokinase 1 inhibition | recombinant TbHK1, G6PDH-coupled NADH A340 | inhibition, % at 10 µM | hit rate 0.11% among 220,000 | AID 1430;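 active means inhibition of 50% or more in the single-dose primary screen; inactive means inhibition below 50%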
Furin inh: inhibitors of human furin; P09958; purified furin, fluorogenic substrate cleavage; inhibition, % at 30 µM; hit rate 0.061% among 220,000; in the data active means inhibition above about 25%; further: inactives centre near -15
Target sequence (P09958 108-714 limits assumed): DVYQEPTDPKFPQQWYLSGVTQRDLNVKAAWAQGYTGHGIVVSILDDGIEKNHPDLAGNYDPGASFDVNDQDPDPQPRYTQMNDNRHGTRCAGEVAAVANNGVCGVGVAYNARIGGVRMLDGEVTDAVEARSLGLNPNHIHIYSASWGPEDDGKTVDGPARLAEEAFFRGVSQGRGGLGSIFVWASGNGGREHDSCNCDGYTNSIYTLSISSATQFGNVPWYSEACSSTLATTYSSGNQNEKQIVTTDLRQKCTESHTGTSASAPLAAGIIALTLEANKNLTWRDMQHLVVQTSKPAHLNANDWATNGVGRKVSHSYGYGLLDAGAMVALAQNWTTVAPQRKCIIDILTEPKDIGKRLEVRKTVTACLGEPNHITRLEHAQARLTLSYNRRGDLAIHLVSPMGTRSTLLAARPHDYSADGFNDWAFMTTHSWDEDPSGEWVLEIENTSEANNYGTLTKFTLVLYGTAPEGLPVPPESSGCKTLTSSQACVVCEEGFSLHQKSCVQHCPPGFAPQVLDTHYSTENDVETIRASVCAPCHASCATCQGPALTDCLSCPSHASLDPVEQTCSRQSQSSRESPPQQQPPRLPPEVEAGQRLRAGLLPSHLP
Thrombin inh: blocks human thrombin protease activity | alpha-thrombin, Boc-VPR-AMC fluorogenic substrate cleavage | inhibition, % at 5 µM | hit rate 0.26% among 220,000 | AID 1046;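 active means inhibition at or above 40%; inactive means inhibition below 40%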;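 further: 0% = enzyme with no compound and 100% = wells without enzyme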
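Test system: human alpha-thrombin; medium: pH 7.5 Tris-saline with Tween 20; times: reaction at room temperature; signal: AMC fluorescence at 355 nm excitation and 460 nm emission; also added: Boc-VPR-AMC substrate, 15 µM final; dosing: one concentration per compound, 5 µM, with 0.2% DMSO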
EBV gp42 block: blocks Epstein-Barr virus glycoprotein 42 binding | AID 1085 | Q1HVG2 | Fluorescence polarization binding assay, mP read-out | hit rate 0.42% among 220,000 | inhibition, % (tested at 21.74 µM); in the data active means inhibition above about 50%
Target sequence (Q1HVG2 whole entry, looked up): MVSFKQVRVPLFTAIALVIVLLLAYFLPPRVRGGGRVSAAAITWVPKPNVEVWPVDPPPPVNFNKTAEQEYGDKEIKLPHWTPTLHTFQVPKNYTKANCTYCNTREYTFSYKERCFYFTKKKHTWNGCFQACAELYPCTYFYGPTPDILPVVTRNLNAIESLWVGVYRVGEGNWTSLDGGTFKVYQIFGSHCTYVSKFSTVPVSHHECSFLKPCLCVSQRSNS
TRPN1 ag: activates the zebrafish TRPN1 channel; hit rate 0.18% among 220,000; activation, % at 3 µM; AID 1424; HEK293 zebrafish TRPN1-YFP, Fluo-8 calcium fluorescence; 100% = response to 87 µM carbachol;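 active means activation above its plate's cutoff, the mean activation of test wells on that plate plus 3 SD, cut at about 19% in these data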;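 further: 0% = DMSO alone and 100% = 87 µM carbachol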
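Material: zebrafish TRPN1-YFP in HEK293 cells; Doses: single test compound dose, 3 µM nominal, 0.3% DMSO; Timing: dye loading 1 h at 37 °C, then 30 min room temperature; Technique: intracellular calcium fluorescence with Fluo-8; Benchmarks: high carbachol 87 µM, low DMSO alone.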
Calpain2 inh: calpain II (pig) inhibition | purified calpain II, fluorogenic peptide substrate, 30 min | inhibition, % at 16 µM | hit rate 0.37% among 220,000 | AID 1236;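 active means inhibition above about 50%, limit read from the data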
PPC-1+TRAIL kill: kills PPC-1 cancer cells in the presence of TRAIL; AID 1443; cell killing (% activity), % at 4 µM; hit rate 0.41% among 220,000; PPC-1 cells + TRAIL, ATPLite viability luminescence;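 active means cell killing above 50% in the first pass at 4 µM, then a duplicate retest at 5 µM averaging 50% or more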;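 further: plate controls were cells with TRAIL plus DMSO for no effect and medium-only wells lacking cells for full effect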
* marks the source's active call; other numbers are inactive results; nt = no result given; & = joins results of further samples; [ ] = another dose, or the depositor's remark.

SMILES	TRPML3 agonist	KCC2 mod	TbHK1 inh	Furin inh	Thrombin inh	EBV gp42 block	TRPN1 ag	Calpain2 inh	PPC-1+TRAIL kill
CCOC(=O)CSc1nc(C)c2cccc(C)c2n1	-0.2	-0.28	-12	-16	-6	0	-1.6	32	-9
C=CCNC(NC(=O)c1ccccc1)(C(=O)OCC)C(F)(F)F (stereo not drawn)	-0.2	nt	11	-10	-3	7	1.6	9	-12
N#Cc1ccc(NC(=S)Nc2ccccc2)cc1	-0.1	-0.37	32	-12	-7	-18	-0.1	17	6
CC1(C)CC(=O)C(C#N)=C(NCCCO)C1	0.4	-0.92	-3	-23[20 µM]	-7	1	0.2	-8	20
CCN(CC)CCCSc1nc2ccccc2s1	0.8	-0.57	6	-26	-1	-15	-0.3	28	29
O=C(NC1CC1)C1CCN(C2CCN(C(=O)/C=C/c3cccc(F)c3F)CC2)CC1	0.6	0.27	2	-18	-7	-6	0.1	-35	14
C/C(=N\Nc1nc(-c2ccccc2O)nc2ccccc12)c1ccccc1	0.3	-0.026	-16	-14	-2	-8	-0.6	-26	16
COC(=O)c1c(C)oc2ccc(N(C(=O)Oc3ccccc3)S(=O)(=O)c3ccccc3)cc12	0.1	-0.019	-8	-20	-7	-28	-0.5	-27	10
CN(CC(=O)NCCc1ccccc1)S(=O)(=O)c1cccs1	0.4	0.26	1	-22	-4	21	1.4	-20	11
Cc1cc2c(NC(=O)Nc3ccc(C(F)(F)F)cc3)cccc2nn1	4.8	-1.4	-10	-30	-2	-7	7.0	-18	-7
COc1ccc(CNc2ncnc3cc(OC)c(OC)cc23)cc1	-0.5	-0.099	-5	-11[20 µM]	4	-7	0.4	-17	-6
COC(=O)CSc1nc(C)cc(C(F)(F)F)c1C#N	1.0	0.21	-3	-7[20 µM]	-1	4	-0.9	6	-1
O=C1CN(C(=O)CNCc2ccc(Cl)cc2)c2ccccc2N1	0.3	-0.44	-1	-3	-12	-3	0.9	26	13
CCCCNC(=O)/C=C/c1ccc(OC)c(Br)c1	-1.1	0.39	-1	-12[20 µM]	-5	7	-0.8	2	18
COc1ccccc1OCCCC(=O)Nc1ccc([N+](=O)[O-])cc1Br	-0.3	-1.2	-9	-8	2	-1	-1.4	-5	-2
COc1cc(NC(=S)N2CCN(C)CC2)c(OC)cc1Cl	-0.4	-0.047	2	-17	-8	-3	-1.3	10	2
COc1ccc(CN(C(=O)CN2C(=O)c3ccccc3S2(=O)=O)C(C(=O)NCC2CCCO2)c2ccncc2)cc1 (stereo not drawn)	1.0	-2	-4	-22	-10	-14	-0.5	-9	6
CC(=O)N(/N=C/c1ccc([N+](=O)[O-])o1)c1nc2ccccc2c(=O)n1-c1ccccc1	-0.5	-2.6	-18	3	-12	-4	1.7	6	18
C[N+]1(C2CCC3CCCC2C3O)CCCC1 (stereo not drawn)	1.0	-0.47	35	-3	-14	-55	2.2	23	3
CN(C)C(=O)Oc1cccc([N+](C)(C)C)c1	0.9&1.0	0.4&0.52	2&-5	-21&-15	0	-15&0	4.5&1.1	15&5	24
Cn1cc(CNCc2ccc(-n3cccn3)cc2)c(-c2ccccc2F)n1	1.2	0.1	2	-15	-3	-23	0.1	7	-12
COC(=O)c1ccc(-c2cc(C(=O)O)c3cc4c(cc3n2)OCCO4)cc1	0.2	-0.21	-27	-19	5	nt	1.8	nt	29
Cc1cc2ncc(S(=O)(=O)C(C)(C)C)c(N)n2n1	1.3	0.21	-7	-23	-1	6	0.0	3	6
COC(=O)[C@@H](NC(=O)N1CCC(C)CC1)C(C)C	1.0	-0.14	-1	-18	-8	-1	0.7	1	-7
CCCCCc1c(C)nc(N2CCc3ccccc3C2)[nH]c1=O	0.5	0.33	-4	-3[20 µM]	-14	0	-0.6	-6	12
COc1ccc2nc(NC(=O)C3CCCN(S(=O)(=O)c4c(C)noc4C)C3)sc2c1 (stereo not drawn)	0.6	0.22	4	-6	-8	-6	-0.5	-9	6
Cc1c(S(=O)(=O)Nc2ccc3c(c2)OCCO3)c(=O)n(C)c(=O)n1C	0.8	-1.3	-9	-26	-3	-21	2.6	-1	20
COc1cc(=O)n(C)c2c(OCC3OC(C)(C)OC3(C)C)cccc12 (stereo not drawn)	0.8	0.0071	-6	-25	-12	-13	0.2	13	15
O=C(NCC(=O)N1CC(O)CC1C(=O)N1CCCC1C(=O)OCc1ccccc1)OCc1ccccc1 (stereo not drawn)	0.0	-2.4	12	-19	-5	-15	0.1	1	2
O=C(Cc1ccccc1)N/N=C/C=C/c1cccc([N+](=O)[O-])c1	0.5	-1.4	7	-5[20 µM]	-2	-18	0.7	12	26
Cc1sc(-c2ccccn2)nc1OC(=O)c1ccc(Cl)c(Cl)c1	0.2	0.34	-38	1[20 µM]	-9	-12	0.7	-7	2
Cn1c(=O)c(NC(=O)c2ccccc2)c2n(c1=S)CCCCC2	0.3	0.85	4	-12[20 µM]	-4	4	-0.1	11	-14
CCOC(=O)C1CCCN(C/C(O)=C(\C#N)c2nc(-c3ccc(Cl)cc3)cs2)C1 (stereo not drawn)	1.5	-3.5*	-21	-18[20 µM]	12	-17	0.0	-47	21
C#CC(=O)N(c1ccc(OC)c(OC)c1)C(C(=O)NC1CCCC1)c1cccs1 (stereo not drawn)	-0.3	nt	3	-26[20 µM]	19	4	-0.5	18	98*[5 µM]
CC(=O)Nn1cc2c(c1-c1ccccc1)c(=O)n(C)c(=O)n2C	0.9	nt	1	-21	0	1	1.2	-31	21
CC(=O)N1C(C)(C)CC(=NOS(=O)(=O)c2ccccc2)CC1(C)C	1.0	0.89	-2	-23	-1	3	0.1	-36	-7
CCCCn1c(N)c(N(CC)C(=O)c2ccc3c(c2)S(=O)(=O)c2ccccc2C3=O)c(=O)[nH]c1=O	1.1	0.0044	-6	2	1	-11	-0.2	5	-11
C/C=C/CSc1nc2c(c(=O)[nH]c(=O)n2C)n1Cc1ccc(C)cc1	-0.2	-0.0049	4	-25	-4	-16	-0.5	-17	4
Cc1ccc(S(=O)(=O)N2CCCN(S(=O)(=O)C3CCS(=O)(=O)C3)CC2)cc1 (stereo not drawn)	0.2	0.94	-3	-32[20 µM]	-11	-6	1.1	-32	10
Cn1c(SCc2n[nH]c(=S)o2)nnc1-c1ccccc1	0.5	0.12	-4	-17	-7	-3	-0.3	-2	13
Cc1cc(C)c2c(N)c(C(=O)C(C)(C)C)sc2n1	-0.3	1.3	-7	-8	-8	-8	-0.8	-321	19
CCOc1ccc(NS(=O)(=O)c2ccc(NS(=O)(=O)c3ccccc3)cc2)cc1	1.3	nt	-9	-16[20 µM]	-4	2	1.4	-28	-26
CCOC(=O)CSc1nc2sc(C)c(C)c2c(=O)[nH]1	1.6	-1.5	-7	-17[20 µM]	9	-13	-2.0	13	13
CCOC(=O)C1=C(CSc2nc(CC)c(C)cc2C#N)OC(N)=C(C#N)C1c1ccccc1 (stereo not drawn)	2.1	-1.3	-2	-18[20 µM]	-6	-12	2.0	-28	1
CCOC(=O)c1ccccc1NC(=O)Cc1ccccc1OC	0.5	-2.4	2	-24[20 µM]	-3	-6	-1.6	-6	0
O=C(NCc1ccco1)c1cc2nc(C3CC3)cc(C(F)(F)F)n2n1	0.1	-1.5	-6	-21[20 µM]	-1	-28	-0.4	-11	26
CC(=O)OC(C(=O)NCc1ccco1)c1ccncc1 (stereo not drawn)	0.5	0.56	-2	-21	2	8	2.4	-4	7
COc1cc(C(C)=O)ccc1COc1ccc(C(=O)O)cc1OC	0.5	-0.2	-13	-7	2	-2	1.9	-14	0
Fc1cccc(Cc2noc(CN3CCN(c4cnccn4)CC3)n2)c1	0.5	1.4	-18	-10	-1	-9	0.3	21	12
CC(C)N(C(=O)c1ccccc1-c1ccccc1)C(C)C	-1.1	4.3	-1	-25[20 µM]	2	-6	-2.1	-5	26
The listing continues.
SMILES	TRPML3 agonist	KCC2 mod	TbHK1 inh	Furin inh	Thrombin inh	EBV gp42 block	TRPN1 ag	Calpain2 inh	PPC-1+TRAIL kill
O=C(NC1CCCCCCC1)c1cc(F)c(F)cc1Cl	0.0	0.11	3	-20	-3	-10	-2.3	-1	21
COc1cccc(-n2c(Cc3cc(=O)[nH]c(=O)[nH]3)nnc2SCc2cccnc2)c1	-0.4	0.22	7	-27	-3	-8	0.7	-13	16
CCOC(=O)C1(Cc2cccc(Cl)c2)CCCN(CCO)C1 (stereo not drawn)	0.6	nt	2	-22	-13	-19	0.1	-20	12
CCc1ccccc1NC(=O)CCC(=O)OCC(=O)c1ccc(-c2ccccc2)cc1	-0.1	-0.15	8	-16	-5	-8	2.6	-49	25
S=C(NCc1cccc(Cl)c1)NC1CCCCC1	1.3	-1	6	-15	1	-13	2.9	-3	-17
CCc1cc(C(=O)Nc2ccc(C)cc2Br)cs1	-0.2	-0.79	5	-14[20 µM]	1	-10	-1.1	7	21
C=CCSc1nnc(Cc2cc(=O)[nH]c(=O)[nH]2)n1-c1cc(C)ccc1C	1.1	0.7	6	-20	4	-13	-0.3	6	22
O=c1c2c(nc3nc(NCc4cccc5ccccc45)[nH]n13)CCC2	0.8	-1.3	-2	-29	-4	-7	-0.1	35	7
Cc1ccc(-n2c(SCC(=O)Nc3ccc(C(=O)O)cc3)nnc2-c2ccncc2)cc1	0.6	-0.079	-10	-9	-6	-9	1.8	-11	5
CCCc1nc2scc(-c3ccc(C)cc3)c2c(=O)n1N	0.1	nt	-1	-20[20 µM]	1	5	0.7	23	11
Cc1nc2ccccc2cc1C(=O)NCc1ccco1	0.7	-0.17	1	-25[20 µM]	1	-2	-0.8	-23	4
COCc1nc(-c2ccc(-c3ccc(C)cc3)nc2OC)no1	0.1	nt	-10	-10	-1	-16	0.8	-11	8
Cc1cccc(OCC(=O)Nc2ccc(C(=O)c3ccc(C(=O)O)cc3)cc2)c1	0.8	-0.17	0	-17	-7	2	1.2	1	7
CC(C)(C)NC(=O)CSc1nncn1NCc1c(Cl)cccc1Cl	0.2	-0.36	-4	-23[20 µM]	1	-11	0.8	19	0
O=P(O)(O)C(O)C(F)(F)C(F)(F)C(F)(F)C(F)F (stereo not drawn)	0.2	nt	3	-27[20 µM]	-5	-4	0.2	8	24
Cn1nnnc1SCC(=O)NC(=O)c1cccc([N+](=O)[O-])c1	0.5	0.38	-8	-17	2	-3	1.7	-22	1
Cc1cc(=O)oc2cc(OCC(=O)OCC(=O)NCc3ccc4c(c3)OCO4)ccc12	-1.0	1.2	-14	-11	0	-6	-1.4	-157	-12

Gathered by group, those above containing a COOH group
SMILES	TRPML3 agonist	KCC2 mod	TbHK1 inh	Furin inh	Thrombin inh	EBV gp42 block	TRPN1 ag	Calpain2 inh	PPC-1+TRAIL kill
COC(=O)c1ccc(-c2cc(C(=O)O)c3cc4c(cc3n2)OCCO4)cc1	0.2	-0.21	-27	-19	5	nt	1.8	nt	29
COc1cc(C(C)=O)ccc1COc1ccc(C(=O)O)cc1OC	0.5	-0.2	-13	-7	2	-2	1.9	-14	0
Cc1ccc(-n2c(SCC(=O)Nc3ccc(C(=O)O)cc3)nnc2-c2ccncc2)cc1	0.6	-0.079	-10	-9	-6	-9	1.8	-11	5
Cc1cccc(OCC(=O)Nc2ccc(C(=O)c3ccc(C(=O)O)cc3)cc2)c1	0.8	-0.17	0	-17	-7	2	1.2	1	7

Assay outcomes: PubChem, several laboratories
